Source: PubChem (Sanford-Burnham Center for Chemical Genomics)
Jurkat NFkB inh: lowers PMA/ionomycin-induced NF-kB signal in Jurkat cells; inhibition, % at 4 µM; PMA/ionomycin-induced NF-kB luciferase reporter, luminescence; hit rate 0.53% among 330,000; in the data active = inhibition above about 50%
tim23-1 inh: tim23-1 yeast growth inhibition; S. cerevisiae tim23-1 growth, BacTiter-Glo luminescence, 24 h; inhibition, % at 20 µM; hit rate 1.3% among 330,000;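 active = growth inhibition of the mutant yeast at or above 50%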;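 also: temperature-sensitive mutant grown at 25 °C; plate controls were DMSO-treated mutant yeast for no effect and medium wells lacking yeast for full effect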
697 NFkB inh: inhibitors of the PMA/ionomycin-induced NF-kB reporter in 697 B cells; 697 B-cell NF-kB luciferase reporter, 16 h; inhibition, % at 4 µM; hit rate 0.33% among 330,000; AID 435022; in the data active = inhibition above about 35%
APJ antag: antagonists of human APJ apelin receptor; P35414; CHO-K1 APJ beta-arrestin complementation, luminescence; inhibition, % at 20 µM; hit rate 0.32% among 330,000; AID 2521;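 active = inhibition above about 40% at 20 µM, limit read from the data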;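 also: cells challenged with 10 nM apelin-13 agonist together with compound; plate controls were apelin-13 plus DMSO wells for no effect and DMSO wells lacking apelin-13 for full effect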
Target sequence (P35414 whole entry, looked up): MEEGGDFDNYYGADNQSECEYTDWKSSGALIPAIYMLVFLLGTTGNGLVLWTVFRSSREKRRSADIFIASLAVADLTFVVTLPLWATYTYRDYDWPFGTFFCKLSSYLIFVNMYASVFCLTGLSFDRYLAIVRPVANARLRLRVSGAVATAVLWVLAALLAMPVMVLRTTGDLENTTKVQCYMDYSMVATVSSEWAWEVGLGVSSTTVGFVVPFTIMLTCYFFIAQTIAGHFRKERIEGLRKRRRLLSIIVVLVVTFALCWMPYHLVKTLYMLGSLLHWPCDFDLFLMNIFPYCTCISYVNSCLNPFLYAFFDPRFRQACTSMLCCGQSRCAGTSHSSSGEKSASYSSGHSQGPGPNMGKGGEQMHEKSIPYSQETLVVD
Mdm2-MdmX inh: inhibitors of human Mdm2/MdmX interaction; inhibition, % at 8 µM; O15151+Q00987; hit rate 3% among 330,000; SaOS-2 split-luciferase Mdm2/MdmX complementation, luminescence;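 active = inhibition of at least 50% at 8 µM in the primary screen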
APJ ag: activates the human apelin receptor APJ | AID 2520 | CHO-K1 APJ PathHunter beta-arrestin, luminescence; 0% DMSO wells, 100% apelin | activation, % at 20 µM | P35414 | hit rate 0.11% among 330,000;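 active = activation more than six SD over the plate average, tested at 20 µM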;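 also: 0% = DMSO alone and 100% = apelin-13 at 10 nM; some results filed as inactive read as strong as hits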
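Incubation: overnight seeding, 90 min compound at 25 °C, 1 h detection; test system: PathHunter CHO-K1 APJ (AGTRL-1) beta-arrestin reporter cells; amount: 1000 cells/well; doses: one dose, 20 µM compound, 1% DMSO; measured by: beta-gal luminescence; measure: agonist-driven arrestin binding to APJ; benchmarks: negative DMSO alone, positive Apelin-13 at 10 nM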
UPR XBP1 act: activators of adaptive arm of unfolded protein response (XBP1). AID 463104. CHO-XBP1 luciferase reporter, IRE1-XBP1 UPR activation, luminescence; percent of tunicamycin response, DMSO as zero. activation, % at 20 µM. hit rate 0.33% among 330,000;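 active = versus positive control, 20 µM dose yields 30% or more activation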;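 also: 100% = tunicamycin at 10 µg/mL and 0% = DMSO only wells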
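Test system: CHO-XBP1 luciferase reporter cells | Buffer or medium: Serum-containing F12 medium, 10% FBS | Schedule: 6 h compound exposure at 37 °C, 5% CO2 | Detection: Steady-Glo luciferase glow luminescence, 10 min after reagent addition | Read-out basis: Activation, % of tunicamycin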
UPR CHOP act: apoptotic UPR (CHOP) activation; CHO-CHOP luciferase reporter, luminescence; percent of tunicamycin response over DMSO baseline; hit rate 0.34% among 330,000; activation, % at 10 µM;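 active = at 10 µM dose, activation of 40% or more, normalized to positive control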;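 also: 100% = tunicamycin at 10 µg/mL and 0% = DMSO alone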
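Assay system: CHO cells with stable CHOP pathway luciferase reporter; Buffer or medium: F12 plus 10% serum; Times: 16-18 h cell attachment, then 6 h compound exposure, 37 °C; Signal: luciferase luminescence; Read-out basis: percent activation relative to tunicamycin control; Control set: tunicamycin high control, DMSO low control.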
* marks the source's active call; other numbers are inactive results; & = joins results of further samples.

Start of the data: the first two compounds, to show the layout:
SMILES	Jurkat NFkB inh	tim23-1 inh	697 NFkB inh	APJ antag	Mdm2-MdmX inh	APJ ag	UPR XBP1 act	UPR CHOP act
NNC(=O)Cn1c(COc2ccc(Cl)cc2)nc2ccccc21	6	-5	9	-5	18	1	0	1.4
O=C(Cc1cc(=O)[nH][nH]1)N/N=C/C=C/c1ccccc1	2&-20	-1&12	1&32	3&9	-10&23	-5&-1	0&-3	1.1&1.3

Results, previewed entries included:
SMILES	Jurkat NFkB inh	tim23-1 inh	697 NFkB inh	APJ antag	Mdm2-MdmX inh	APJ ag	UPR XBP1 act	UPR CHOP act
NNC(=O)Cn1c(COc2ccc(Cl)cc2)nc2ccccc21	6	-5	9	-5	18	1	0	1.4
O=C(Cc1cc(=O)[nH][nH]1)N/N=C/C=C/c1ccccc1	2&-20	-1&12	1&32	3&9	-10&23	-5&-1	0&-3	1.1&1.3
COc1ccc2c(c1)C(=O)C(=O)N2	11	4	1	16	-32	-3	0	0.9
CC(C)CC(NC(=O)C1CCCN1C(=O)[C@@H](C)NC(=O)OCc1ccccc1)C(=O)NCC(N)=O (some centres not stated)	-16	19	-12	-2	-22	0	-5	-2.8
CCN(CC)c1nc(N)c(C#N)c(CC#N)c1C#N	0	15	5	-14	-19	-1	6	-0.2
COC(=O)c1ccc(SCc2ccccc2)nc1	-32	5	-1	0	0	-3	2	2.5
CN(C(=O)COC(=O)C(Cc1ccccc1)NC(=O)c1ccccc1)c1ccccc1 (configuration not stated)	-9	10	-4	2	13	-4	2	1.0
O=C(Nc1ccc(F)cc1)Nc1nnc(Cc2ccccc2)s1	-3	15	-35	-19	10	1	-2	-2.1
C=C(C)Cn1c(Sc2nnc(C)s2)nc2c1c(=O)[nH]c(=O)n2C	-10	-10	8	5	30	-1	-2	1.8
O/N=C/c1ccc2cccc(OCc3ccccc3)c2n1	-2	34	-5	2	16	-3	-4	-0.8

Look-ups from the list.
For UPR CHOP act, O=C(Cc1cc(=O)[nH][nH]1)N/N=C/C=C/c1ccccc1 reads 1.1&1.3
For APJ ag, NNC(=O)Cn1c(COc2ccc(Cl)cc2)nc2ccccc21 reads 1
For Jurkat NFkB inh, COC(=O)c1ccc(SCc2ccccc2)nc1 reads -32
For UPR XBP1 act, O=C(Nc1ccc(F)cc1)Nc1nnc(Cc2ccccc2)s1 reads -2

Further entries:
SMILES	Jurkat NFkB inh	tim23-1 inh	697 NFkB inh	APJ antag	Mdm2-MdmX inh	APJ ag	UPR XBP1 act	UPR CHOP act
COCCSc1ccccc1C(=O)Nc1ccncc1	-2	-3	-9	-17	9	3	2	-1.3
COC(=O)N/N=C/c1cccc(OC(=O)c2ccc3c(c2)OCO3)c1	2	34	-2	-1	-9	-2	0	2.5
Cc1ccc2[nH]c(=O)c(CN(Cc3ccccc3)C(=S)NCCCN(C)C)cc2c1	-2	12	-2	2	19	-2	-3	1.2
CC(C)NS(=O)(=O)c1ccc(NC(=O)Cc2ccsc2)cc1	-6	-5	-13	6	-25	-2	14	-0.9
COCCNC(=O)c1cc2c(=O)n3cccc(C)c3nc2n1C	47	10	-12	2	25	0	1	-2.1
Cc1ccc(CNC(=O)CSc2nc3ccsc3c(=O)n2NC(=O)c2ccccc2)cc1	2	6	-8	5	-3	1	-1	0.8
Cc1ccc(C(=O)NCC(=O)Nc2cc(C)ccn2)cc1	-51	5	-41	-4	-21	3	2	1.5
O=C(CCc1nnc(Cc2c[nH]c3ccccc23)o1)NC1CCCC1	-4	0	3	10	-1	0	-2	-3.8
COc1ccccc1N1CCN(C2CCCN(C(=O)CCc3ccccn3)C2)CC1 (configuration not stated)	5	10	6	7	-3	4	-3	-0.4
O=C(O)c1ccccc1N=Nc1c(O)[nH]c2ccc([N+](=O)[O-])cc12	-12	-9	-4	42*	10	-4	2	1.3
Cn1cnnc1SC(C(=O)c1ccccc1)c1ccccc1 (configuration not stated)	-20	14	-14	9	5	-4	-1	-0.8
CC(C)CNC(C)C(=O)Nc1ccc(S(N)(=O)=O)cc1 (configuration not stated)	6	9	-2	22	18	-3	-3	3.2
CCc1nc2ccccc2n1CCC(C)C	9	-18	-20	22	3	-4	-2	1.8
COc1ccc(-c2cc3nc4c(c(N5CCC6(CC5)OCCO6)n3n2)CCC4)cc1	-3	40	-30	6	2	-3	3	1.7
c1ccc(Cc2nnc3sc(-c4ccccn4)nn23)cc1	13	9	-1	-13	8	-4	1	0.3
COc1ccccc1NC(=O)C(C)Sc1nc2ccccc2c(=O)n1CC1CCCO1 (configuration not stated)	15	10	-1	13	23	-1	6	-0.5
Cc1cccc(NCC(=O)N/N=C\c2c[nH]c3ccccc23)c1	34	15	16	5	39	-2	0	0.5
COc1ccc(N2CCN(C(=O)Cc3nn(C)c(=O)c4ccccc34)CC2)cc1	4	8	-21	1	19	-5	-2	-1.6
CCCCOc1cccc(NC(=O)CSc2nncn2C)c1	-10	11	-7	4	4	-2	0	2.7
CCC(C)NC(=O)Cn1nc(C(F)(F)F)c2c1CCC2 (configuration not stated)	4	3	-8	7	15	-1	-3	-0.4
CCN(CC)c1nc(C)nc2c1cnn2CCc1ccccc1	-68	19	-63	0	-136	-4	8	2.0
Clc1ccc(N2CCN(Cc3ccc(Br)o3)CC2)cc1	11	19	9	4	12	-3	-4	0.9
CCn1c(C)c(C)c2cc(C(=O)NCCN3CCCCCC3)ccc21	-1	3	-7	-10	22	7	-4	-2.2
O=C(Nc1nccs1)c1ccc(COc2ccccc2Br)o1	-2	32	-45	-10	-10	3	3	3.1
Cc1nc(NC(=O)c2ccc([N+](=O)[O-])cc2Cl)sc1C(=O)N(C)C	4	1	5	-3	5	-1	-4	-1.0
Cn1cnc([N+](=O)[O-])c1NC(C)(C)C	-7	0	4	13	9	-4	-4	-0.1
Cc1cccc(NC(=O)c2sc3nc4c(c(-c5cccs5)c3c2N)CN(C)CC4)c1	-12	23	-56	-17	21	0	-2	2.0
CCOC(=O)C1=C(C(F)(F)F)Nc2ncnn2C1c1ccc(OC)c(OC)c1OC (configuration not stated)	-5	20	-33	-16	-17	-1	-3	0.2
CC1CCN(c2ccc3nnc(CCC(=O)Nc4cc(F)ccc4F)n3n2)CC1	26	18	0	8	18	-1	-5	-0.9
Cc1cc(C)c2c3c(sc2n1)C(=O)N(c1ccccc1C)CC(=O)N3	21	-3	7	19	5	1	-2	-0.9
O=C(Nc1ccc(F)cc1)C1CC(=O)n2cnnc2N1 (configuration not stated)	5	7	12	-6	7	2	0	-0.2
COc1cc(NC(=O)C2CCN(S(=O)(=O)c3cnc[nH]3)CC2)cc(OC)c1OC	0	-4	16	1	7	0	-2	-0.6
CCCn1c(=N)n(CC(O)COc2cccc(C)c2)c2ccccc21 (configuration not stated)	6	14	-39	3	35	0	0	-0.8
CCc1cccc(NC(=O)CN(C)S(=O)(=O)c2cccc3cccnc23)c1	6	24	19	-12	-18	-4	-3	2.0
O=c1cc(/C=C/c2ccccc2)oc2ccccc12	-117	31	-122	-8	-128	-1	5	4.8
NC(=O)c1ccc(NC(=O)COc2ccc(-n3cnnn3)cc2)cc1	-11	5	12	13	13	-3	-1	0.6
CCOC(=O)c1cnc2c(C)c(Cl)ccc2c1Nc1ccc(S(=O)(=O)Nc2ncccn2)cc1	-1	6	-8	4	-1	-4	0	-0.5
CC1CCN(S(=O)(=O)c2ccc3c(c2)c(=O)c(C(=O)NCc2ccco2)cn3C)CC1	23	-9	35	4	18	-1	1	13
O=C(CCN1CCN(Cc2ccccc2)CC1)Nc1ccccc1Cl	-3	-3	12	15	3	-3	-3	-0.4
O=C(CC(Nc1ccc(F)cc1)c1ccccc1)c1ccccc1 (configuration not stated)	-16	34	4	16	4	-2	3	3.1
CCN(CC)c1nc(-c2nn[nH]n2)nc(N(CC)CC)n1	-6	16	-2	6	11	1	3	-1.2
Cc1cc(=O)[nH]c(SCC(=O)Nc2cccc3ccccc23)c1C#N	14	4	21	13	6	-2	1	-0.6
FC(F)(F)c1cccc(CNC2CCN(Cc3ccccc3)CC2)c1	13	-21	8	7	19	-2	-2	0.5
CCOC(=O)c1ccccc1NC(=O)Cn1c(=O)n(Cc2ccccc2)c(=O)c2c(C)c(C)sc21	-3	8	-15	2	21	2	1	3.1
CC(C)(C)NC(=O)COc1ccc(CNc2ccc3[nH]c(=O)[nH]c3c2)cc1	-4	9	13	-35	15	6	-1	-0.1
Cc1cc(=O)oc2c1c(C(F)(F)F)nn2-c1ccccc1	-9	50*	-2	6	-34	-2	-2	-0.1
CCc1ccc(NC(=S)N(CCC(C)C)C2CCN(C(C)=O)CC2)cc1	-12	12	-10	-4	6	-4	0	-0.7
O=C(CN(C(=O)c1ccccc1Cl)N1C(=O)CCCC1=O)c1ccc(Cl)cc1	4	15	10	-3	9	0	-2	1.3
CC(C)Sc1nc2ccccc2c(=O)[nH]1	2	5	13	14	15	-4	2	-1.2
Cc1ccc(CN2C3=NCCCN3c3ccccc32)cc1	-9	11	-38	-2	21	-4	-1	-0.1

(continued)
SMILES	Jurkat NFkB inh	tim23-1 inh	697 NFkB inh	APJ antag	Mdm2-MdmX inh	APJ ag	UPR XBP1 act	UPR CHOP act
Cc1ccc(S(=O)(=O)Nc2nc(C)c(C(=O)Nc3ccccc3)s2)cc1	12	3	14	-6	19	-3	-1	-0.4
N#Cc1cnn(Cc2ccccc2)c1N	10	21	15	17	17	-1	-3	-0.1
CC(=O)c1ccc(OCCCC(=O)Nc2ccc(C)c(S(=O)(=O)N(C)C)c2)cc1	-13	10	8	3	1	0	1	2.7
COc1ccc(-c2cc(N3C(=O)Nc4ccccc4N3O)n[nH]2)c(OC)c1	1	12	-9	9	16	-2	0	-1.4
C=CCn1c(=N)n(CC(=O)c2cccc([N+](=O)[O-])c2)c2ccccc21	-24	19	-20	0	20	-2	0	-0.2
CC(=O)c1ccc(NC(=O)CCS(=O)(=O)c2ccc3c(c2)n(C)c(=O)c(=O)n3C)cc1	-20	-7	-3	-43	7	-3	-3	-2.6
CNC(=O)C1CCN(S(=O)(=O)c2c(C)noc2/C=C/c2cccc(C)c2)CC1	-4	-13	-2	3	-8	5	-4	0.6
CCCNC(=O)CSc1ccc(S(=O)(=O)N2CCCC2)cn1	-5	2	16	5	-7	-2	-1	0.4
CCN1CCN=C1Nc1ccccc1	17	7	6	1	-14	1	-2	-0.4
CCCCn1c(SCC(=O)Nc2nnc(C)s2)nnc1-c1ccncc1	-5	-3	-5	0	-19	-3	5	0.1
COCCn1c(=S)[nH]c2cc(C(=O)NC(C)C)ccc2c1=O	7	12	30	6	-4	-2	1	-0.6
CCCCCCN=C1CC(C)(C)CC(=O)/C1=C(/O)CCC	-3	25	1	-13	4	-4	0	0.2
CC1Sc2ccc(S(=O)(=O)CCC(=O)Nc3ccc(C(C)C)cc3)cc2NC1=O (configuration not stated)	3	12	-3	2	-10	-1	-4	4.2
COc1ccc(-c2csc(NC(=O)CSc3ccc(Br)cc3)n2)c(OC)c1	-29	7	-30	-25	0	7	0	1.6
COc1ccc(C(CNC(=O)c2cccc(S(=O)(=O)N3CCCCC3)c2)N2CCCC2)cc1 (configuration not stated)	-13	-8	2	7	-5	-5	-4	1.7
Cc1c(C(=O)N2CCCC2)c(S(=O)(=O)NCCc2ccccc2)c(C)n1C	3	11	-6	-3	-11	9	-2	-1.0
CC(CNC(=O)c1cc(Cl)ccc1[N+](=O)[O-])NC(=O)c1cc(Cl)ccc1[N+](=O)[O-] (configuration not stated)	7	-2	-2	9	16	-1	3	-1.0
N#CC1=C(N)N(c2ccccc2Sc2ccccc2)C(=O)C1	-1	11	16	23	-1	-3	-8	1.1
